All columns: NCI-60 one-dose screen, growth in % after 48 h at 10 µM unless noted; 100 = growth as untreated, 0 = no growth, -100 = all killed.
HOP-62: HOP-62 NSCLC | 3.9% of 80,000 active | AID 1794735
RPMI-8226: RPMI-8226 leukemia cells. 7.5% of 77,000 active. AID 1794781
HOP-92: HOP-92 NSCLC cells; 6.3% of 71,000 active
CCRF-CEM: CCRF-CEM leukemia; 7% of 77,000 active; AID 1794778
MOLT-4: MOLT-4 leukemia cells; 6.9% of 80,000 active
A549/ATCC: A549/ATCC NSCLC | 3.7% of 81,000 active | AID 1794740
EKVX: EKVX NSCLC | 3% of 71,000 active | AID 1794765
SR: SR leukemia cells | 8.7% of 73,000 active | AID 1794780
* = called active by the depositor; nt = not tested or not shown; [ ] = dose if it differs, or a comment. Rule for the calls: active = growth percent below 10; inactive = the rest.

cpd	mol	RPMI-8226	SR	A549/ATCC	CCRF-CEM	EKVX	MOLT-4	HOP-92	HOP-62
1	C=C(C)[C@@H]1CC[C@]2(COCCCNCCC#N)CC[C@]3(C)[C@H](CC[C@@H]4[C@@]5(C)CC[C@H](OCCCNCCC#N)C(C)(C)[C@@H]5CC[C@]43C)[C@@H]12	34	-18*	59	nt	36	28	50	76
2	CCOC(=O)c1c(C)[nH]c(C)c(C(=O)OCC)c1=O	107	nt	94	106	nt	106	nt	111
3	CC(/C=N/NC(N)=S)Cc1ccc(C(C)C)cc1 (stereo not given)	104	135	89	66	81	68	70	89
4	CCCC(=O)N1CCCCC1CC (stereo not given)	96	102	100	95	nt	113	74	107
5	CSCCC1NC(=O)C(/C(C)=N\NC(N)=O)=C1O (stereo not given)	106	125	nt	104	106	110	nt	93
6	CCCNc1ncc2c(=O)[nH][nH]c(=O)c2n1	93	111	nt	93	92	126	73	102
7	COc1ccc(Cc2sc3nc(=O)c4cn(C)nc4n3c2C)cc1	99	83	105	107	106	93	106	99
8	Brc1ccc(-c2ccccc2)cc1	104	90	106	90	nt	94	nt	93
9	COc1ccc2[nH]c(=O)cc(-n3nncc3Cn3c4ccccc4c4ccccc43)c2c1	110	117	103	106	110	113	118	nt
10	COc1ccc(NC(=O)/N=c2\oc3c(C)cccc3cc2-c2cc3ccccc3[nH]2)cc1	84	93	99	96	69	94	93	75
11	N#CCCNN	109	122	119	100	95	126	84	113
12	CCC(=C(c1ccc(OCCN(C)C)cc1)c1ccc(OCCN(C)C)cc1)c1ccc(Cl)cc1	-44*	-43*	-72*	-51*	7.8*	-50*	-5.1*	-66*

The closing two entries of the section above come first, to join the parts:
cpd	mol	RPMI-8226	SR	A549/ATCC	CCRF-CEM	EKVX	MOLT-4	HOP-92	HOP-62
11	N#CCCNN	109	122	119	100	95	126	84	113
12	CCC(=C(c1ccc(OCCN(C)C)cc1)c1ccc(OCCN(C)C)cc1)c1ccc(Cl)cc1	-44*	-43*	-72*	-51*	7.8*	-50*	-5.1*	-66*
13	COc1ccc(CC(C)=C(c2ccc(OCCCN(C)C)cc2)c2ccc(OCCCN(C)C)cc2)cc1	107	97	99	103	98	101	95	110
14	O=Cc1ccc(C(=O)O)cc1	91	103	92	97	107	90	94	103
15	c1cnc2c(-c3nc4ccc5[nH]ncc5c4c4c3CCCC4)c[nH]c2c1	34	5.9*	17	11	49	5.6*	41	15
16	C#CCN1CCC2(CC1)N(Cc1cn([C@@H]3O[C@H](CO)[C@@H](O)[C@H](O)[C@H]3O)nn1)C(=O)c1ccccc1N2CC#C	nt	100	79	94	110	88	104	97
17	COc1ccc(Cc2ccc(OC)c(OC)c2)cc1OC	88	99	92	85	100	112	nt	106
18	CC(=O)N1CCN(C(=O)Cn2c(-c3ccc(Cl)cc3)csc2=N)CC1	73	75	76	92	nt	77	82	93
19	CCn1c(Sc2nnc(NC(=O)CCl)s2)nc2c1c(=O)n(C)c(=O)n2C	nt	89	105	106	98	94	94	96
20	CCn1c(=O)n(C)c2c(=O)n(C)c(=O)n(C)c21	106	101	101	98	103	101	102	97
21	O=C(CN1C(=O)NC2NC(=O)NC21)Nc1ccccc1O (stereo not given)	104	104	105	105	98	106	95	102
22	CCCCn1c(=O)c(/C=C/c2cc(/C=C/c3cc4ccc(Cl)cc4n(CCCC)c3=O)n(-c3ccccc3)n2)cc2ccc(Cl)cc21	97	82	91	95	105	94	101	87
23	O=[N+]([O-])c1ccc(-c2cs/c(=N/N=C\c3ccc(Br)cc3)n2/N=C/c2ccc(Br)cc2)cc1	106	86	81	100	111	94	100	94
24	O=C(/C=C/c1ccc(F)c(F)c1)Nc1ccc(C=C2c3ccccc3C(=O)c3ccccc32)cc1	19	40	67	50	68	56	nt	109
25	COc1cc(/C=C2\SC(=S)N(NC(=O)Cc3ccccc3Nc3c(Cl)cccc3Cl)C2=O)cc(OC)c1	96	96	84	88	nt	94	94	96
26	COc1ccc(-c2c3c(cc4c2ncn4C)COC3=O)cc1	109	nt	106	145	96	82	89	93
27	Cc1c(-c2ccc(O)cc2)n(Cc2ccc(OCCN3CCCCCC3)cc2)c2ccc(O)cc12	57	1.5*	73	58	75	40	59	81
28	Cc1nc2sc(C(=O)Nc3cccc4cccnc34)c(N)c2cc1C(C)O (stereo not given)	85	79	99	82	105	82	96	103
29	COc1ccc2[nH]cc(/C=C/c3nc4ccccc4c(=O)n3-c3ccc(C#Cc4ccc(C(C)(C)C)cc4)cc3C)c2c1	109	87	105	97	96	97	nt	111
30	Cc1ccc(C(=O)NC2c3ccccc3Oc3ccccc32)cc1	79	27	49	57	65	46	62	32
31	CSCc1nc2c([nH]1)c(=O)n(C)c(=O)n2C	102	101	74	100	108	101	100	87
32	CN(C)C(C(N)=O)c1ccccc1 (stereo not given)	102	97	102	98	107	105	118	113
33	CCCCCC[C@@H]1O[C@@H](c2ccccc2)[C@@H](O)[C@H]1O	105	79	97	110	100	88	116	102
34	COc1cc(C)cc2oc3oc(=N)c(C(=O)c4ccccc4)cc3c(=O)c12	116	94	109	118	106	98	95	106
35	COc1ccc(NC(=O)c2ccc(/C=C/C(=O)c3ncc[nH]3)cc2)cc1	17	13	81	29	80	62	104	79
36	COc1cccc(-c2nn(-c3ccccc3)cc2-c2ccncc2)c1	22	nt	78	74	64	nt	33	94
37	CCCCC(=O)OC(C)COc1ccccc1Cl (stereo not given)	nt	96	70	95	98	121	94	87
38	COC1=CC(=C2C=C(OC)C(=O)C(OC)=C2)C=C(OC)C1=O	47	44	81	45	84	59	85	38
39	COc1ccc(Cc2nn(CC(=O)N/N=C/c3ccc(Cl)cc3)c(=O)c3c(C)noc23)cc1	87	54	46	75	89	90	89	70
40	O=C1CCC(C(=O)O)C1 (stereo not given)	113	94	89	108	96	95	99	100
41	CCc1ccccc1NC(=O)N1CCOCC1	106	95	107	102	nt	112	103	105
42	COc1cc(C)c(CCC2(C)C=Cc3cc(O)ccc3O2)c(C)c1C (stereo not given)	84	86	87	86	94	86	97	99
43	CCOC(=O)CCC(NC(=O)OCc1ccccc1)C(=O)NNC(=O)OC(C)(C)C (stereo not given)	99	nt	93	98	94	nt	93	94
44	O=C(Cn1nc(-c2ccc3ccccc3c2)ccc1=O)NCc1ccccc1F	44[50 µM]	25[50 µM]	71[50 µM]	54[50 µM]	49[50 µM]	37[50 µM]	64[50 µM]	78[50 µM]
45	CN1C(=O)N(C)C2(c3ccccc3)N(CC(=O)Nc3ccccc3O)C(=O)NC12c1ccccc1 (stereo not given)	106	112	109	111	102	102	107	102
46	COc1ccc(C(=O)/C=C/c2cc(OC)c(OC)c(OC)c2)cc1S(=O)(=O)NNC(=O)c1ccncc1	78	nt	96	46	86	80	96	102
47	COc1ccc(/C=N/NC(=O)c2nn(-c3ccc(S(N)(=O)=O)cc3)c3nc(C)cc(=O)n23)cc1	93	92	102	109	97	108	95	98
48	N=c1c2c(-c3ccccc3)c(-c3ccccc3)n(Cc3ccccc3)c2ncn1CCCO	19	-33*	17	29	37	-11*	nt	53

Full records from above:
O=C1CCC(C(=O)O)C1 (stereo not given) is listed with RPMI-8226: 113; SR: 94; A549/ATCC: 89; CCRF-CEM: 108; EKVX: 96; MOLT-4: 95; HOP-92: 99; HOP-62: 100
CCCCC(=O)OC(C)COc1ccccc1Cl (stereo not given) is listed with RPMI-8226: nt; SR: 96; A549/ATCC: 70; CCRF-CEM: 95; EKVX: 98; MOLT-4: 121; HOP-92: 94; HOP-62: 87

Back to the main list; the two compounds before the break are reprinted first.
cpd	mol	RPMI-8226	SR	A549/ATCC	CCRF-CEM	EKVX	MOLT-4	HOP-92	HOP-62
47	COc1ccc(/C=N/NC(=O)c2nn(-c3ccc(S(N)(=O)=O)cc3)c3nc(C)cc(=O)n23)cc1	93	92	102	109	97	108	95	98
48	N=c1c2c(-c3ccccc3)c(-c3ccccc3)n(Cc3ccccc3)c2ncn1CCCO	19	-33*	17	29	37	-11*	nt	53
49	CC(C)c1ccc(C(NC23CC4CC(CC(C4)C2)C3)c2nnnn2C(C)(C)C)cc1 (stereo not given)	107	106	100	102	89	104	117	100
50	Cc1cccc2c1NC(=O)[C@@]21[C@H](C(=O)c2ccccc2)[C@]2(C(=O)Nc3ccccc32)[C@H]2CCCN21	31[100 µM]	-6.5*[100 µM]	15[100 µM]	5.9*[100 µM]	31[100 µM]	12[100 µM]	-25*[100 µM]	4.3*[100 µM]
51	Cc1cc(CSc2ccccc2C(=O)NCCNc2ccc([N+](=O)[O-])cc2)on1	92	79	100	nt	85	90	88	87
52	O=C(Nc1ccccc1)Nc1ccccn1	nt	nt	81	nt	105	nt	91	114
53	CN(C)c1ccc(/C=C2\SC(=O)N(Cc3ccc(-c4ccccc4C#N)cc3)C2=O)cc1	98	96	97	97	86	95	95	90
54	Cc1c(C(=O)OC(=NC2CCCCC2)NC2CCCCC2)sc2c1c(=O)nc1c(C#N)n[nH]n12	137	nt	108	300	109	100	-17*	89
55	O=C(O)c1cccnc1Cl	105	101	97	88	nt	107	94	nt
56	COc1cc(C(=O)Nc2nc(-c3ccc(Cl)cc3)cs2)cc(OC)c1OC	108	100	102	117	nt	104	nt	95
57	O=C(c1ccc(Br)cc1)[C@@H]1[C@@H]2CCCN2[C@@]2(C(=O)Nc3ccccc32)[C@H]1c1ccc(O)cc1	76	91	94	85	83	69	79	99

Screens as filed in PubChem.
